ALOX12 inh: ALOX12 (human) lipoxygenase inhibition. Potency, µM (titrated, usually from 108 µM), for the others: at the top dose activity change, negative = inhibition, most hits filed as inhibitors. P18054. 1.1% of 580,000 active. AID 1671190. purified 12hLO, xylenol orange hydroperoxide absorbance; active means well fitted inhibition curve with a large enough effect; inconclusive means small, poorly fitted or top-dose-only effect, or another doubt; inactive means no such curve, though single readings can be large or run the other way
Target sequence (P18054 whole entry, looked up): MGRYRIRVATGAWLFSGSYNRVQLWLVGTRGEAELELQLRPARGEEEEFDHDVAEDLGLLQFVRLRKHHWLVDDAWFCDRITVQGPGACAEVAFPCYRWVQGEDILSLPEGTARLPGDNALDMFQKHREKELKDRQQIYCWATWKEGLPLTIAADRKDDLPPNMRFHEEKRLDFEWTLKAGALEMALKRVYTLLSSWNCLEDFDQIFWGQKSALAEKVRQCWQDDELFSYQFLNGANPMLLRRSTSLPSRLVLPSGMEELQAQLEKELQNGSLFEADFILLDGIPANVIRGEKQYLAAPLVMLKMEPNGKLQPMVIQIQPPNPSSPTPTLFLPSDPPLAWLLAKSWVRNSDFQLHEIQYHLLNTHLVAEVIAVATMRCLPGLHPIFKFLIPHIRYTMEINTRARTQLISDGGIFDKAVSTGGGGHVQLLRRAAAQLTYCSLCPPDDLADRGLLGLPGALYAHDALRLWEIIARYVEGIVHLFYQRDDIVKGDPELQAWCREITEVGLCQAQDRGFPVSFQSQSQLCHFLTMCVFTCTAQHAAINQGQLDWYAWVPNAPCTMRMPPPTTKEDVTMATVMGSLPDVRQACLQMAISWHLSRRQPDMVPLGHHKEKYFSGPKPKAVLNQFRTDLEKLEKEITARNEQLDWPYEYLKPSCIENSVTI
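Purified human 12hLO (150 nM final) in 25 mM Hepes, 0.01% Triton X-100, pH 7.0 was preincubated 15 min at room temperature with compound. Then 40 uM arachidonic acid was added, 30 min. Hydroperoxide was read by Fe-XO absorbance ratio 573/405 nm.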
Active calls of the source: *; ? = inconclusive; [ ] = another dose, or the depositor's remark. On the % scale 0 is the no-effect control and ±100 the full control effect; potency means the concentration at half of the fitted maximal effect. The list is partial, so the mix of outcomes need not match the whole.

SMILES | ALOX12 inh
O=C1CCC2(C(=O)NCC3CC3)CCCC=C2N1c1ccccc1 (stereo unspecified) | ?
CCC(C(=O)OCC(=O)c1c(C)[nH]c2ccccc12)c1ccccc1 (stereo unspecified) | -17.7%
CS(=O)(=O)Nc1ccccc1NC(=O)CCCc1ccccc1 | -9.8%
Cc1ccc(C(=O)/C=C/c2ccc(-c3cc(Cl)ccc3Cl)o2)cc1 | 5.01µM*
COc1ccc2cc(CNC(=O)C(C)C)ccc2c1 | ?
CN1C(=O)C2(CCN(C(=O)c3ccnn3C)CC2)c2ccccc21 | 25.9%
COCCOc1cc(C)c2c(c1C)C[C@H]([C@H](C)C(=O)Nc1ccccn1)CC2 | -7.2%[176 µM]
O=C(NCCn1ccn2nc(-c3ccc(F)cc3)cc2c1=O)c1ccc2[nH]ccc2c1 | 6.7%
CCOC(=O)c1cccc(NC(=O)C(CC)n2cnc3ccccc3c2=O)c1 (stereo unspecified) | -12.4%
Cc1ccc2c(CN3CCN(C(=O)c4c(F)cccc4F)CC3)cc(=O)oc2c1 | 106.6%
CN1c2cc(C(=O)NCc3ccc(F)cc3)ccc2C(=O)N2CCCC21 (stereo unspecified) | 20.7%
COc1ccc(-c2noc(CC3CCN(C(=O)C4CC4)CC3)n2)cc1 | -5.2%
COc1cc(Cl)ccc1C(=O)N1CCN(c2cc(-c3cccs3)[nH]n2)CC1 | 5.7%
CCOC(=O)C(=O)Nc1cccc(OC)c1 | -34.5%
Cc1ccc(NS(=O)(=O)c2cc([N+](=O)[O-])ccc2N/N=C/c2ccc(N(c3ccccc3)c3ccccc3)cc2)c(C)c1 | 38.6%
CC(C)CNC[C@H]1O[C@H](Cc2cc(CN(C)Cc3ccccc3)on2)CC[C@@H]1O | 63.5%[activator][176 µM]
Cc1ccc(F)cc1S(=O)(=O)N1CCC(n2cnnc2C(C)C)CC1 | 38.2%
Cc1ccc(C(=O)C(Sc2ccc3c(c2)OCCO3)c2ccc(C)cc2)cc1 (stereo unspecified) | -4.2%
O=c1cc(N2CCOCC2)cnn1Cc1cc(C(F)(F)F)ccc1F | 20.3%
Cc1noc(C)c1S(=O)(=O)N1CCCC(Cc2nncn2C(C)C)C1 (stereo unspecified) | 19.3%

Sorted by value in ALOX12 inh (falling): some entries from above.
Molecule	ALOX12 inh
CN1c2cc(C(=O)NCc3ccc(F)cc3)ccc2C(=O)N2CCCC21 (stereo unspecified)	20.7%
COc1cc(Cl)ccc1C(=O)N1CCN(c2cc(-c3cccs3)[nH]n2)CC1	5.7%
COc1ccc(-c2noc(CC3CCN(C(=O)C4CC4)CC3)n2)cc1	-5.2%
CS(=O)(=O)Nc1ccccc1NC(=O)CCCc1ccccc1	-9.8%
CCOC(=O)c1cccc(NC(=O)C(CC)n2cnc3ccccc3c2=O)c1 (stereo unspecified)	-12.4%

Remaining list, next part.
SMILES | ALOX12 inh
COc1ccccc1C(=O)N1CCC(N2CCC[S+]2(=O)[O-])CC1 | 35.3%
COc1ccc(OC)c(NC(=O)Cn2c(-c3ccc(Cl)cc3)nc(C)cc2=O)c1 | 17.9%
Cc1ccc(-n2c(C3CCN(C(=O)c4cccc(C)c4)CC3)n[nH]c2=O)cc1 | 1.5%
COC(=O)c1ccc(CNC(=O)COC(=O)c2cc3ccccc3[nH]2)cc1 | 1.2%
O=c1[nH]c2ccccc2cc1CN(C1CCCCC1)S(=O)(=O)c1ccccc1 | -1.8%
CCCCCCn1cc(CN(C)C2CN(Cc3cn(CCCCCC)nn3)S(=O)(=O)C2)nn1 (stereo unspecified) | ?
CCOc1ccccc1C1NC(=O)N(CC(=O)NC2CCCCC2)C2=C1C(=O)OC2 (stereo unspecified) | 17.4%
CCC12CN(C(C)=O)CC(C)(CN(C(C)=O)C1)C2=O | 0.5%
Cc1ccc(C(=O)CC(C(=O)O)c2c[nH]c3ccccc23)cc1 (stereo unspecified) | ?
CC(C)NC(=O)CC[C@@H]1CNC(=O)[C@@H]2C[C@H](NCc3ccc(N(C)C)cc3)CN12 | -11.4%[176 µM]
O=C(NCC1CN(Cc2cccnc2)CC12CN(c1ccccc1)C2)C1CC1 (stereo unspecified) | 0.8%[176 µM]
CCOc1ccc(S(=O)(=O)N(CC(=O)N2CCC(C(N)=O)CC2)c2ccccc2)cc1 | -2.5%
Cc1cccc(CN2CCc3ncc(C(=O)NCc4ccccc4)n3CC2)c1 | 49.2%[activator][176 µM]
CC(C)CNC(=O)C1CCN(C(=O)N2CC3CC(C2)[C@H]2CCCC(=O)N2C3)CC1 (stereo partly specified) | 11.9%
Cc1cccc(C(=O)N2CCCCCC2c2nc(-c3cccnc3)no2)c1 (stereo unspecified) | -0.9%
CC(C)N1C[C@H](C(=O)NCCCc2ccccc2)[C@H](C(=O)O)C1 | 68.0%[activator]
COc1ccc(NC(=O)Cn2c(=O)n(-c3cccc(C)c3)c(=O)c3c2cc(C)n3C)cc1 | ?
CC(c1n[nH]c(=O)n1CCc1ccccc1F)n1cccn1 (stereo unspecified) | ?
CC(C)c1ccc(-c2nnn(CCCn3c(=O)c4c(ncn4C)n(C)c3=O)n2)cc1 | 6.4%
CCOc1ccc(NC(=O)c2ncoc2-c2cccc(Cl)c2)cc1 | -44.7%
CN1C(=O)C2(CCN(C(=O)c3ccc(C(F)(F)F)cc3)C2)c2ccccc21 (stereo unspecified) | 10.6%
O=C1NC[C@@H](CCCCN2C[C@H](Cc3ccc(O)cc3)N(CCc3ccccc3)C(=O)C2=O)N(CCc2ccccc2)C1=O | 1.0%
O=C(NC[C@H]1OC[C@@H](N(Cc2cnc[nH]2)Cc2cnc[nH]2)[C@@H]1O)C1CCCC1 | 97.9%[activator][176 µM]
COCC1CN(C2CCC2)CC12CCN(C(=O)CC(C)C)CC2 (stereo unspecified) | 65.8%[activator]
COc1ccc(NC(=O)Cn2cccc2-c2nc(-c3ccccc3)no2)cc1 | ?
CC(C)CCSc1nc2c(c(=O)[nH]c(=O)n2C)n1CC(O)COc1ccc(Cl)cc1 (stereo unspecified) | -23.8%
Cc1cc(=O)cc(C(=O)N2CCC(O)(CN3CCOCC3)C(C)(C)C2)o1 (stereo unspecified) | -51.8%
Cc1nc(C)c(C(=O)NCC23CCCC=C2N(CC2CC2)C(=O)CC3)s1 (stereo unspecified) | 23.5%
CCn1ncc(N2CCCC(CC(=O)NCc3cccc(C)c3)C2)cc1=O (stereo unspecified) | 11.1%
CC(=O)c1ccc(S(=O)(=O)NCC2CCN(C(=O)C(=O)c3cc4ccccc4o3)CC2)cc1 | -5.3%
O=C(Cc1ccc(Cl)cc1)NNC(=O)C1CCCCC1 | 1.9%
Cc1cc(SCC(=O)Nc2ccc(F)cc2)nc2ccccc12 | 27.1%
Cc1nc2ncccn2c1C(=O)N1CCNCC(C(=O)O)C1 (stereo unspecified) | 33.6%[activator]
O=C(CSc1ncnc2ccccc12)Nc1c(Cl)cccc1Cl | ?
Cc1[nH]c2ccccc2c1C(=O)/C(C#N)=C\c1ccccc1 | ?
Cc1ccccc1CC(=O)N[C@@H]1CN(S(C)(=O)=O)C[C@H]1CN(C)C | 3.3%
CSc1ccc(-c2ccc3c(c2)C(=O)N2CCN(C(=O)CC(C)(C)C)C[C@@H]2C(=O)N3)cc1 | 9.4%
O=C(NC[C@H]1O[C@@H](CO)[C@@H](O)[C@H]1N1CCOCC1)c1cccc(F)c1 | 4.2%[176 µM]
Cc1ccccc1C(=O)N1CCC[C@@H]1C(=O)N1CCC[C@H]1C(=O)NCc1ccccc1 | 0.2%
COc1ccc(Cn2c(C3CCN(C(=O)c4c(F)cccc4F)CC3)n[nH]c2=O)cc1 | -8.1%
Cc1ccccc1-c1nccn2c(C3CN(Cc4ccccc4O)C3)ncc12 | 61.1%[activator][176 µM]
CCN(CC)CCNC(=O)CCn1ccc2cc(S(=O)(=O)N3CCCCC3)ccc21 | -17.9%
CCNC(=O)N1CCCCC1c1nc(CCOc2cccc(C)c2)no1 (stereo unspecified) | 30.8%[activator]
CCOc1ccc2c(=O)c(-c3ccccc3OC)c(C(F)(F)F)oc2c1 | -32.4%
OCc1ccc(-c2cc(-c3cccnc3)c3cncn3c2)cc1 | 51.1%[activator][176 µM]
Cc1nc2c(c(-c3ccc(O)cc3)n1)CN(C(=O)C1CCCC1)CC2 | 21.9%
Cc1ccc(C2(O)CCN(CC(c3ccccc3)c3ccccc3)CC2)nc1 | 48.3%[activator]
CN1CCN(c2nc(-c3cccc(C#N)c3)nc3ccccc23)CC1 | -6.6%
O=C(NC(C1CC1)C1CC1)c1ccc(Cl)cc1 | -1.0%
Cc1ccccc1-c1cc(C(=O)NCc2cnn(C)c2)c2c(c1)N(C)CCO2 | 3.2%[176 µM]
N#Cc1ccc(CNC(=O)[C@@H]2Cc3nc[nH]c3CN2Cc2ccc(C(F)(F)F)cc2)cc1 | 22.6%
Cc1cc2nc(-c3nnnn3-c3c(C)cccc3C)c(=O)[nH]c2cc1C | ?
Cc1ccc2[nH]cc(CCn3ccc4c(cnc5ncnn54)c3=O)c2c1 | ?
CC(=O)N1CCC2(CC1)CN(C(=O)Cc1cccc(Cl)c1)CCO2 | 7.7%[6.33 µM]
Cc1nnc(-c2cc(Nc3cccc(N(C)C)c3)ccn2)n1Cc1ccccc1 | -9.2%[176 µM]
CC(C)(C)C(=O)Nc1cccc(NC(=O)C2CCN(c3nc4ccccc4o3)CC2)c1 | -0.8%
COc1ccc(CN2CCC3(CC2)C(C(=O)O)CC(=O)N3C)cc1Cl (stereo unspecified) | 28.2%
COc1ccc(F)cc1C(=O)NCc1cc2n(n1)CCN(C(=O)N(C)C)C2 | 13.2%
Cc1nc(N2CCN(C(=O)c3c(F)cccc3Cl)CC2)cc(C(F)(F)F)n1 | -2.0%
C#CCNC(=O)c1nc(-c2ccsc2)c2cnccn12 | 7.2%[176 µM]

Looked up by structure from above:
SMILES | ALOX12 inh
COc1ccc(NC(=O)Cn2c(=O)n(-c3cccc(C)c3)c(=O)c3c2cc(C)n3C)cc1 | ?
Cc1ccc(C(=O)/C=C/c2ccc(-c3cc(Cl)ccc3Cl)o2)cc1 | 5.01µM*
COc1ccc(NC(=O)Cn2cccc2-c2nc(-c3ccccc3)no2)cc1 | ?
CCOc1ccc(S(=O)(=O)N(CC(=O)N2CCC(C(N)=O)CC2)c2ccccc2)cc1 | -2.5%

The list continues.
SMILES | ALOX12 inh
CC(C(=O)NCC1CCCO1)N1C(=O)COc2ccc(C(=O)COc3cccc(Cl)c3)cc21 (stereo unspecified) | 54.2%[activator]
CC(C)(Oc1nn(Cc2cccc(Cl)c2)c2ccccc12)C(=O)N1CC(O)C1 | -5.5%[176 µM]
Cc1noc(Cn2cnc3c(Cl)cc(Cl)cc3c2=O)n1 | 2.0%
O=C(O)C1CCc2sc(C(=O)N3CCCCCC3)cc2C1 (stereo unspecified) | -3.6%
COc1ccc(CN2CCC[C@H]2c2nc(-c3ccc(N4CCC(C(N)=O)CC4)nc3)no2)c(O)c1 | -2.7%
COCCC(=O)N1C[C@@H](Oc2ccccc2)C[C@@H]1C(=O)N1CCOCC1 | 35.5%[activator]
CCOc1cc(=O)n2c(c1C(=O)Nc1ccccc1)CCCCC2 | 4.9%
O=C(Cc1ccc(C(F)(F)F)cc1)N1CCC2OCCN(Cc3ccccc3)C(=O)C2C1 (stereo unspecified) | -30.2%
COc1ccccc1-c1cc2c(nc1-c1ccccc1)nc(C(=O)NCCN(C)C)n2C | -3.3%[176 µM]
CCC1Oc2ccc(NC(=O)c3cccs3)cc2CN(Cc2ccc(OC)cc2)C1=O (stereo unspecified) | -1.9%
O=C(c1ccc(Cl)cc1)N1CCC(c2nc3c(nnn3Cc3ccccc3F)c(=O)[nH]2)CC1 | ?
Cc1cnc(NC(=O)c2occc2-c2ccccc2)s1 | 21.8%
CCCc1c(C(=O)OCC)nnc2c(-c3ccc(Br)cc3)c(C)nn12 | -5.9%
CC(=O)N1CCC(N[C@@H]2CO[C@H](CNS(=O)(=O)c3ccccc3)[C@H]2O)CC1 | 62.4%[activator][176 µM]
COc1ccc(OC)c(NC(=O)Cc2cccn2-c2ccc(Cl)cc2)c1 | -8.7%
Cc1noc(C)c1CC(=O)N(C)C1CCc2nn(CC3CC3)c(=O)n2CC1 (stereo unspecified) | 53.1%[activator]
COC(=O)CN1C(=O)[C@@H]2C[C@@H](O)CN2C2(CN(C3CCN(C)CC3)C2)C1=O | 35.5%[activator][176 µM]
CCN(Cc1ccco1)C(=O)c1cc2cc(Br)ccc2[nH]1 | 17.8µM*
c1ccc(OCc2noc(-c3ccc(NC4CCSC4)nc3)n2)cc1 (stereo unspecified) | 24.6%
Cc1ccc(-c2noc(-c3cc4cccc(O)c4oc3=O)n2)cc1 | ?
CC1(C)[C@H](Cc2cc(CN3CCOCC3)on2)C[C@@H]1NS(=O)(=O)Cc1ccccc1 | 43.8%[activator][176 µM]
NCc1ccc(COc2ccccc2)cc1 | 9.5%
Cc1ccc2oc(C(=O)Nc3ccccc3F)cc(=O)c2c1 | 0.6%
CCc1ccc2c(c1)-c1ccccc1S(=O)(=O)N2CC(=O)Nc1cccc(C(=O)OC)c1C | ?
COc1ccc2[nH]cc(CCNc3ncnc4ccc(-c5ccccc5OC)cc34)c2c1 | -1.6%
O=C(NCCc1ccc(Cl)cc1)c1[nH]c2ccccc2c1Cl | -7.4%
COCCOc1ccc(-c2noc([C@@H]3CCCN3Cc3cccnc3)n2)cn1 | 50.0%[activator][176 µM]
COc1ccccc1CCN1CNc2c(c(=O)[nH]c(=O)n2-c2ccccc2OC)C1 | 0.8%
Cc1ccc2ccc(C(Nc3ccccc3)c3ccccc3)c(O)c2n1 (stereo unspecified) | -13.8%
c1ccc(CC2=NOC3(CCN(Cc4c[nH]c5ccccc45)CC3)C2)cc1 | 1.7%[6.33 µM]
O=C(c1cc(Cl)cc(Cl)c1)N1CCC(=O)N([C@H](COCc2ccccc2)Cc2ccccc2)CC1 | 2.5%
O=C(C1CCOCC1)N1CCC2(CC1)CC(N1CCCC1)CCO2 (stereo unspecified) | 79.4%[activator]
